Screens as filed in PubChem.
Yp Topo-I inh: blocks Yersinia pestis topoisomerase I activity; AID 504884; Y. pestis Topo-I cleavage product accumulation, plate reader; 360,000 tested, 0.064% active; activity, % at 10 µM; in the data active means activity above about 50%, passing the limit was not always enough; further: inactives centre near 2
BH1578 lux ind: quorum light induction in luxS cqsA deficient V. cholerae; V. cholerae BH1578 lux reporter, luminescence, 6 h; activation, % at 18.7 µM; 350,000 tested, 0.16% active; AID 588436; in the data active means activation mostly above about 9.7%, no sharp cut-off; further: not every result past the cut was called active; inactives centre near 0; reference of the scale not given here
GDH-TPI counter: inhibits GDH-TPI coupling enzymes, artifact for Mtb FBA screen; 360,000 tested, 1.2% active; GDH-TPI coupled enzyme counterscreen, NADH absorbance; AID 588335; inhibition, % at 4.8 µM; in the data active means inhibition above about 30%;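 further: 0% = DMSO wells and 100% = wells lacking the enzyme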
Mtb BioA inh: blocks M. tuberculosis BioA enzyme activity; purified M. tuberculosis BioA enzyme, plate reader; inhibition, % at 9.99 µM; 360,000 tested, 0.096% active; AID 602481; in the data active means inhibition above about 40%
PfHsp40 rescue: restores yeast growth despite PfHsp40 toxicity; S. cerevisiae expressing PfHsp40, growth rescue, ATP luminescence; growth rescue, % at 12.5 µM; 340,000 tested, 0.68% active; AID 504582; in the data active means growth rescue above about 28%, passing the limit was not always enough;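 further: yeast W303a lacking pdr1 and pdr3 grown in galactose medium; growth measured after three days at 30 °C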
FadD28 FP inh: inhibitors of Mycobacterium tuberculosis FadD28 bisubstrate binding. AID 588549. 360,000 tested, 0.22% active. FadD28 bisubstrate probe binding, fluorescence polarization. inhibition, % at 12.5 µM; in the data active means inhibition above about 8.5%, passing the limit was not always enough
TcdB inh: blocks C. difficile toxin B glycohydrolase activity; 350,000 tested, 0.24% active; TcdB glycohydrolase enzymatic assay, plate reader; P18177; AID 652162; inhibition, % at 9.99 µM; in the data active means inhibition above about 10%
UGM FP inh: Mtb UDP-galactopyranose mutase inhibition | inhibition, % at 10 µM | 320,000 tested, 0.06% active | purified UGM, fluorescence polarization probe displacement | P9WIQ1; in the data active means inhibition above about 10%, passing the limit was not always enough
Target sequence (P9WIQ1 whole entry, looked up): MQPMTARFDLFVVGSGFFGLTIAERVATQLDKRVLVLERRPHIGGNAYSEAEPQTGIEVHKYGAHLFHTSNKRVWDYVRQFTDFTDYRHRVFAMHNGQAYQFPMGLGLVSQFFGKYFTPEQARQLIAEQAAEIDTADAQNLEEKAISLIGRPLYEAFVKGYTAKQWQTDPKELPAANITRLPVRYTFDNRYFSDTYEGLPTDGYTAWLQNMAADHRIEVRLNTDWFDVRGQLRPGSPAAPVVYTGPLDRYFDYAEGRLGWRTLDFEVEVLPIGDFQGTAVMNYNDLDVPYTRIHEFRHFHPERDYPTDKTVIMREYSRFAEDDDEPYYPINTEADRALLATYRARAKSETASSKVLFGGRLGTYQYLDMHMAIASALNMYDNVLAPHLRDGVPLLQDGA
FBA Mtb inh: inhibitors of M. tuberculosis fructose-bisphosphate aldolase | P9WQA3 | purified M. tuberculosis FBA, fluorescence read-out | inhibition, % at 1 µM | 360,000 tested, 2.3% active; in the data active means inhibition above about 27%;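 further: 0% = vehicle and 100% = reference inhibitor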
Target sequence (P9WQA3 whole entry, looked up): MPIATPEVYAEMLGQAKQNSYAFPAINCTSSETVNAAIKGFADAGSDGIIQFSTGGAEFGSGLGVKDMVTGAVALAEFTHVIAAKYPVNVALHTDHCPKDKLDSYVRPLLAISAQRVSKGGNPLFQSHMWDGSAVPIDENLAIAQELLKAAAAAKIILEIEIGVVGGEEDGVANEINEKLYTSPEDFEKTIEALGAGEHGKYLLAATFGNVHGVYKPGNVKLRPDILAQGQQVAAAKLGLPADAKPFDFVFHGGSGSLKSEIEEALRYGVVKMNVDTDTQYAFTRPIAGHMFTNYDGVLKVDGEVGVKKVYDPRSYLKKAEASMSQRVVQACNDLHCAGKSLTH
Numbers without * were called inactive; i = inactive; . = not tested or not shown; & = joins results of further samples.

item	canonical_smiles	Yp Topo-I inh	BH1578 lux ind	GDH-TPI counter	Mtb BioA inh	PfHsp40 rescue	FadD28 FP inh	TcdB inh	UGM FP inh	FBA Mtb inh
1	CN(Cc1ccccc1)C(=O)COC(=O)c1cc([N+](=O)[O-])ccc1N1CCOCC1	10	-5.6	19	.	0.2	-4.0	0.8	-2.3	-9
2	Cc1c(CN(C)C(=O)C2CCC(=O)N(Cc3ccccc3F)C2)[nH]c2ccccc12 (stereo unspecified)	32	i	9	4.6	.	0.5	0.2	.	2
3	O=C(/C=C/c1cccc(F)c1)N1CCc2ccccc21	-8	3.6	11	.	0.0	1.3	.	-1.7	0
4	CC(C)CC1CC(C)(c2csc(NNC(=O)c3ccccc3)n2)OC1=O (stereo unspecified)	-1	i	-3	.	-1.1	-0.3	-0.1	-3.8	-3
5	CC[C@@H](C(=O)[C@@H](C)[C@@H](O)[C@H](C)CCc1ccc(C)c(O)c1C(=O)O)[C@H]1O[C@](CC)([C@H]2CC[C@](O)(CC)[C@H](C)O2)C[C@@H]1C	10	i	-1	2.9	184*	-1.5	0.9	0.9	1
6	CCOC(=O)/C(C#N)=C1/CCCCCN1C	2	-7.2	1	-0.5	-0.2	-4.8	.	1.9	0
7	Cc1ccc(/C=C/c2ccc(=O)n(Cc3ccc(Cl)cc3Cl)n2)cc1	4	-3.4	6	-0.5	0.0	-1.9	.	-0.4	2
8	CN1C(=O)c2ccc(C(=O)Nc3ccc4c(c3)OCO4)cc2C1=O	3	3.1	-4	-0.8	0.8	-2.6	-0.6	0.3	-3
9	Cc1ccc(SCC(=O)OCC(=O)NCc2cccs2)cc1C	15	-0.7	-6	.	-0.4	0.2	2.5	0.2	-2
10	CC1Cc2ccccc2N1C(=O)COC(=O)CCc1nc2ccccc2c(=O)[nH]1 (stereo unspecified)	7	-0.2	4	0.3	-1.0	-0.4	2.8	1.2	1
11	CC(=O)Nc1ccc(-n2nnnc2SCC(=O)NC2CCCC2)cc1	-5	-0.3	5	-0.3	-0.4	.	0.6	-0.2	-2
12	COc1cccc2oc(-c3ccco3)cc(=O)c12	-3	i	26	1.5	-1.9	-3.6	0.3	1.1	12
13	COc1ccccc1S(=O)(=O)Cc1ccc(C(=O)NCc2ccco2)o1	9	-4.2	0	.	-0.1	0.7	-1.2	0.3	0
14	Cc1ccc(-c2[nH]nc3c2C(c2cccnc2)C(C#N)=C(N)O3)cc1 (stereo unspecified)	4	-1.0	7	2.9	-0.4	-5.1	.	0.5	-1
15	N#CC1(NC(=O)COC(=O)Cc2n[nH]c(=O)c3ccccc23)CCCCC1	0	-2.5	-9	-0.3	-1.2	-0.8	1.0	2.9	-1
16	CCCCC(C(=O)OCC(=O)c1ccc(OC)cc1)N1C(=O)c2ccccc2C1=O (stereo unspecified)	7	i	6	0.7	0.6	-3.5	0.2	1.1	-1
17	CCOc1ccc(NS(=O)(=O)c2ccc(C(=O)N(C)CC(=O)Nc3cccc(OC)c3)cc2)cc1	-5	-3.7	9	0.2	0.7	2.0	1.0	.	-1
18	COc1ccc(/C=N/N2CCN(Cc3ccccc3)CC2)cc1	-11	-0.4	16	-2.8	-1.4	-1.0	-0.3	-2.2	4
19	O=c1c(Sc2ccccc2)c(C(F)(F)F)[nH]n1-c1ccccc1	3	-0.4	10	-1.3	1.3	4.0	.	2.7	-2
20	O=C(CSc1nccn1-c1cccc(Cl)c1)Nc1ccc2c(c1)OCCO2	10	-0.2	-4	3.1	-0.5	-2.8	1.2	2.2	1
21	CCc1ccc2[nH]c(=O)c(CN(CCO)C(=O)NCc3ccccc3)cc2c1	-7	i	18	-3.6	0.3	-0.1	.	1.6	1
22	Cc1[nH]c2ccccc2c1C(=O)COc1ccccc1F	3	1.4	1	.	-0.6	0.5	0.7	0.7	4
23	CC1CCCN(CC(=O)Nc2ccc(S(=O)(=O)NC3CCCCC3)cc2)C1 (stereo unspecified)	18	-7.1	18	-0.6	-1.1	-1.0	1.1	-0.4	2
24	N#C/C(=C(/O)CN1CCN(c2ccccc2F)CC1)c1nc(-c2ccc(Cl)cc2)cs1	-8	i	17	-0.3	1.8	-1.5	1.7	0.4	6
25	O=C(CSc1ccccn1)Nc1nonc1[N+](=O)[O-]	5	0.0	-4	2.2	-1.4	-0.2	0.4	2.8	1
26	O=C(NN1C(=O)c2ccccc2NC1c1ccc([N+](=O)[O-])o1)c1ccccc1 (stereo unspecified)	-1	0.9	14	.	0.2	0.0	-5.3	0.8	5
27	CCOC(=O)[C@H]1[C@H]2COc3cc(OC)ccc3[C@@H]2N2C(=O)N(c3ccc(Br)cc3)C(=O)[C@@]12C	16	i	4	0.5	6.7	-0.7	.	3.2	1
28	O=C(C1=C[C@H](c2ccccc2)C[C@H](OCCCCO)O1)N1CCN(Cc2ccccc2)CC1	26	-0.6	1	-0.7	0.3	-3.9	-2.5	1.0	1
29	O=C(c1cc(Cl)nc2ccccc12)N(Cc1nnc(-c2ccccc2Cl)o1)C1CC1	12	i	-3	3.1	-0.3	-7.3	-1.1	0.0	-2
30	Cc1cccc(C)c1-n1c(=O)n(Cc2ccccc2)c(=O)c2[nH]cnc21	-10	-0.5	-2	.	-0.1	-2.6	1.0	-1.8	0
31	O=C(Nc1cc(Cl)cc(Cl)c1)N1CCCN(Cc2ccccc2)CC1	-9	-1.9	1	2.0	7.3	-6.6	-4.1	1.0	1
32	Cc1ccc(NC(=O)c2ccc(Cl)c(S(=O)(=O)N3CCCCC3)c2)nc1	8	-7.1	3	-1.6	5.3	0.7	1.4	2.0	-1
33	Cc1cccnc1Nc1nc(-c2ccccn2)cs1	1	0.1	20	0.2	77*	1.5	.	-0.8	1
34	OC[C@@H]1CN(Cc2cccs2)C[C@H](n2cnc3c(N4CCCC4)ncnc32)O1	-7	-0.7	-2	2.1	.	-2.7	0.7	.	-1
35	Cc1ccc(C(=O)CC(C(=O)O)n2cncn2)cc1 (stereo unspecified)	2	-0.2	0	-0.4	-0.3	-1.4	0.0	.	-2
36	Cc1ccncc1C(N)=O	6	i	-5	.	5.5	-3.6	-0.1	-3.6	1
37	Cc1cc(=O)oc2cc(NC(=O)Cc3ccccc3)ccc12	2	-0.3	2	.	0.9	-0.4	-6.7	2.1	80*
38	Cc1ccc(C2c3c(oc4ccccc4c3=O)C(=O)N2CCCN2CCOCC2)o1 (stereo unspecified)	9	-0.3	5	4.7	0.0	-3.4	.	0.8	9
39	CCN(CC)S(=O)(=O)c1ccc(C(=O)Nc2nnc(COC)o2)cc1	7	.	9	.	-1.0	-0.3	0.1	1.1	-9
40	Cc1ccc(-c2ccc3c(c2)O[C@H](CN(C)Cc2cncnc2)[C@@H](C)CN([C@H](C)CO)S3(=O)=O)cc1	22	-0.4	9	-0.6&-0.9&-2.0	.	-0.6	1.2&-1.0&-9.6	.	3
41	CC/C(O)=N\S(=O)(=O)c1ccc(N=NN(C)C)cc1	-5	.	22	6.7	0.4	0.4	.	0.3	-5
42	O/N=C/c1ccccc1Oc1ccccc1	-1	0.3	0	-1.7	-0.3	-4.3	.	-1.4	0
43	O=C1c2ccccc2NC(c2ccc(O)c(O)c2)N1c1ccccc1Cl (stereo unspecified)	-3	-0.4	41*	13	1.1	-6.4	0.0	1.1	6
44	COc1cccc(NC(=O)c2oc3ccccc3c2NC(C)=O)c1	15	-0.2	18	-13	-1.4	-1.6	0.1	0.6	-3
45	O=C(CCCc1c[nH]c2ccccc12)N1CCN(c2ccc(N3CCOCC3)nn2)CC1	3	-0.2	25	1.5	0.6	-0.8	0.6	0.0	15
46	COc1ccccc1OCCNC(=O)C1CC(=O)N(c2cccc(SC)c2)C1 (stereo unspecified)	9	1.7	-6	-3.5	0.5	1.1	1.9	.	9
47	c1cc2[nH]c3ccncc3c2cn1	4	-1.3	13	0.5	.	0.2	-0.6	.	2
48	Cc1ccc(NC(=O)C/C(N)=N/OC(=O)Nc2ccc(C)c(Cl)c2)cc1	5	i	8	-0.2	-0.6	0.9	-0.1	1.0	-1

Some of these compounds in order of length of the SMILES, high to low.
item	canonical_smiles	Yp Topo-I inh	BH1578 lux ind	GDH-TPI counter	Mtb BioA inh	PfHsp40 rescue	FadD28 FP inh	TcdB inh	UGM FP inh	FBA Mtb inh
45	O=C(CCCc1c[nH]c2ccccc12)N1CCN(c2ccc(N3CCOCC3)nn2)CC1	3	-0.2	25	1.5	0.6	-0.8	0.6	0.0	15
48	Cc1ccc(NC(=O)C/C(N)=N/OC(=O)Nc2ccc(C)c(Cl)c2)cc1	5	i	8	-0.2	-0.6	0.9	-0.1	1.0	-1
47	c1cc2[nH]c3ccncc3c2cn1	4	-1.3	13	0.5	.	0.2	-0.6	.	2

(listing goes on)
item	canonical_smiles	Yp Topo-I inh	BH1578 lux ind	GDH-TPI counter	Mtb BioA inh	PfHsp40 rescue	FadD28 FP inh	TcdB inh	UGM FP inh	FBA Mtb inh
49	O=C(NC(=S)Nc1ccccc1Br)C1CCC1	10	0.0	7	0.6	-0.4	-2.4	1.7	-0.1	0
50	O=C(Cc1ccccc1[N+](=O)[O-])c1ccc2c(c1)OCO2	3	i	10	.	0.5	-4.0	-0.6	.	-1
51	C[C@H](CO)N1C[C@H](C)[C@@H](CN(C)S(=O)(=O)c2ccc3c(c2)OCCCO3)OCc2cnnn2CCCC1=O	3	1.1	-9	-1.5&-2.3	.	-2.0	0.7&-0.4	.	-3
52	COc1ccc(C)c2sc(=NC(=O)c3ccccc3)n(C)c12	3	-0.3	7	-0.8	1.3	-2.6	-13	-2.9	0
53	CN(C)c1nc2c(c(=O)[nH]c(=O)n2C)n1Cc1ccccc1Br	10	-0.4	6	-0.3	0.0	0.5	.	-0.4	-1
54	COc1ccc(CCNC(=S)NC(=O)c2ccccc2)cc1OC	15	i	1	.	0.2	-0.5	.	-0.5	0
55	Cc1ccc(C(c2sc3ncnn3c2O)N2CC(C)CC(C)C2)cc1 (stereo unspecified)	42	-0.6	-1	0.4	-0.8	-1.2	1.9	0.9	6
56	CC(=O)C1=C(O)C(=O)N(c2cccc(Br)c2)C1c1ccc(Br)cc1 (stereo unspecified)	-2	i	27	1.6	-1.4	-0.2	0.0	-0.2	1
57	C/C(=N\N=C1/NC(=O)C(C)S1)c1ccc([N+](=O)[O-])cc1 (stereo unspecified)	0	-0.7	25	-2.1	-1.6	-3.5	.	-2.2	-2
58	COc1ccc(CCC(=O)Nc2cccc(Cl)c2)cc1	0	-0.6	1	.	1.4	-4.0	.	1.5	-4
59	Cc1cc(Cl)c2oc(C(=O)N(C)Cc3ccon3)c(C)c2c1	20	i	1	5.7	0.3	-5.0	-7.1	-0.3	0
60	Cc1cc(C)nc(Nc2ccc(C(=O)O)cc2)n1	10	i	2	0.2	-1.4	-1.7	.	-1.4	-2
61	CC(C)(C)c1ccc(-c2nnc3sc(-c4ccccn4)nn23)cc1	-6	-0.4	2	-0.7	-1.1	-5.6	0.7	2.8	-2
62	Cc1nc2ccc(NC(=O)COc3ccccc3)cc2s1	3	i	11	.	-0.5	-0.7	4.8	.	-1

No enrichment for hits, and some 4.6% of all compounds hit somewhere here.
